High-throughput results (PubChem)
PAFAH2 FP inh: inhibitors of human PAFAH2 | Q99487 | recombinant PAFAH2, FP-rhodamine activity probe, fluorescence polarization | inhibition, % at 3.39 µM | 0.99% of 340,000 active | AID 492956;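 active = inhibition above the mean over all tested compounds plus 3 SD, cut at about 30% in these data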;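 note: inhibitors block probe labeling of enzyme so polarization drops; 0% = enzyme with DMSO and 100% = wells lacking PAFAH2 protein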
PAFAH1B3 inh: PAFAH1B3 (human) inhibition. recombinant PAFAH1B3, FP-rhodamine probe, fluorescence polarization. Q15102. 0.28% of 340,000 active. inhibition, % at 3.39 µM;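 active = inhibition above the screen-wide average of all tested compounds plus 3 SD, cut at about 25% in these data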;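 note: 0% = enzyme with DMSO only and 100% = wells lacking PAFAH1B3 protein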
LYPLA2 counter: LYPLA2 (human) inhibition in PME1 counter-screen; O95372; inhibition, % at 5.9 µM; AID 2177; recombinant LYPLA2, FP-Rh probe fluorescence polarization; 0.38% of 320,000 active;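 active = inhibition above the screen-wide mean plus 3 SD, limit set per campaign, cut at about 26% in these data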;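 note: 0% = LYPLA2 with DMSO and 100% = wells lacking LYPLA2 enzyme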
Target sequence (O95372 whole entry, looked up): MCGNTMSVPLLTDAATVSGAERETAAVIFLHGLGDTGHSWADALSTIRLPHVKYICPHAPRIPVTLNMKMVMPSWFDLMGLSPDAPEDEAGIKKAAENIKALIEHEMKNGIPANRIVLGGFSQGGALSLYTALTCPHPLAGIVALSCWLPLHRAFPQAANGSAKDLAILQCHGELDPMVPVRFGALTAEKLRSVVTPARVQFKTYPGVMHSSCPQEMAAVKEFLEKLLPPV
GSTO1 inh: counter-screen for RBBP9 inhibitors: inhibitors of human GSTO1. P78417. recombinant GSTO1, activity-based probe fluorescence polarization. inhibition, % at 5.96 µM. 1.1% of 300,000 active. AID 1974;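 active = inhibition above the campaign mean inhibition plus 3 SD, cut at about 35% in these data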;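 note: 0% = GSTO1-1 with DMSO and 100% = wells lacking GSTO1-1 enzyme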
LYPLA1 counter: counter-screen for PME1 inhibitors: inhibitors of human LYPLA1 | 0.16% of 320,000 active | O75608 | recombinant LYPLA1, FP-Rh probe fluorescence polarization | inhibition, % at 5.9 µM;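 active = inhibition above the mean of all tested compounds plus 3 SD, set per campaign, cut at about 14% in these data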;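 note: inhibitors block serine hydrolase probe labeling of LYPLA1 so polarization falls; 0% = enzyme with DMSO and 100% = wells lacking LYPLA1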
PAD4 FP inh: blocks human protein arginine deiminase 4; recombinant PAD4, RCA probe fluorescence polarization; inhibition, % at 6.36 µM; 0.41% of 330,000 active; AID 485272;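 active = percent inhibition above a cutoff equal to the mean of all tested compounds plus 3 SD, cut at about 15% in these data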;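 note: 0% = PAD4 with RCA probe and DMSO and 100% = probe without PAD4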
Target sequence (Q9UM07 whole entry, looked up): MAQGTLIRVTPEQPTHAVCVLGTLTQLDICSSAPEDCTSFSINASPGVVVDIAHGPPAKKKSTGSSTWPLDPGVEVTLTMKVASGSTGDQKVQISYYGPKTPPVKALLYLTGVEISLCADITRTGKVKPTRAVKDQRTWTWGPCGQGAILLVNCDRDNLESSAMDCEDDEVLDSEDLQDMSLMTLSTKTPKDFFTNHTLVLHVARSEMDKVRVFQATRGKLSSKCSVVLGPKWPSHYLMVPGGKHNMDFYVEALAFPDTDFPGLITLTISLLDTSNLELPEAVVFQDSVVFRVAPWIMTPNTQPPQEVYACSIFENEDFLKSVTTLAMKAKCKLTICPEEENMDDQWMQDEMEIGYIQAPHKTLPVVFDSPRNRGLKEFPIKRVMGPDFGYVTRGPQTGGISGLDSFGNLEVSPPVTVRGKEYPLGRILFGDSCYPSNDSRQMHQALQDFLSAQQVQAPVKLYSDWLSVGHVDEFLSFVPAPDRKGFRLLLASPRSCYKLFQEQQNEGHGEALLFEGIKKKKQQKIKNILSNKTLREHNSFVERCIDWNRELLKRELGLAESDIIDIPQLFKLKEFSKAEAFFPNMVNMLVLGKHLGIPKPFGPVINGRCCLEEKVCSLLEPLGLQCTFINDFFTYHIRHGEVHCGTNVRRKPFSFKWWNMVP
PREPL inh: human PREPL enzyme inhibition | 0.68% of 320,000 active | inhibition, % at 5.96 µM | recombinant PREPL, fluorescence polarization activity-based probe; in the data active = inhibition above about 43%;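 note: 0% = enzyme with DMSO and 100% = wells lacking enzyme; many of its hits are not listed in these tables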
PAFAH1B2 inh: inhibitors of human PAFAH1B2; inhibition, % at 3.39 µM; P68402; recombinant PAFAH1B2, FP-rhodamine activity probe, fluorescence polarization; 1.2% of 340,000 active; AID 492953;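 active = inhibition above the mean of all tested compounds plus 3 SD, cut at about 24% in these data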;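 note: 0% = enzyme with DMSO and 100% = wells lacking PAFAH1B2; many of its hits are not listed in these tables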
pPAFAH FP inh: inhibitors of human plasma PAF acetylhydrolase (pPAFAH); Q13093; recombinant pPAFAH, FP-rhodamine probe fluorescence polarization; inhibition, % at 3.39 µM; 1.5% of 330,000 active; AID 463082;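 active = inhibition above the mean inhibition across the screen plus 3 SD, cut at about 25% in these data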;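 note: inhibitors block binding of the rhodamine activity-based probe so polarization drops; 0% = enzyme with DMSO and 100% = wells lacking pPAFAH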
Active calls of the source: *; . = no result given. A portion of the library, so the mix of outcomes need not match the whole.

1	CCCCNc1nc(Nc2ccc(C)c(Cl)c2)c2cnn(C)c2n1
2	CCOC(=O)C1=C(CC)Nc2ccccc2N=C1NC(=O)c1ccc(OC)c(S(=O)(=O)N2CCCCC2C)c1 (stereo unspecified)
3	COc1ccc(OC)c(C(=O)NC(CC(N)=O)c2ccc(NCCN3CCCCC3)c([N+](=O)[O-])c2)c1 (stereo unspecified)
4	O=C(NC1CCS(=O)(=O)C1)c1cccnc1 (stereo unspecified)
5	COc1ccccc1/C=C/C=C1N=C(/C=C/c2ccc(Cl)cc2)OC/1=O
6	Cn1c(CNC(=O)c2ccco2)nnc1SCC(=O)Nc1ccc(Cl)cc1
screen / no. | 1 | 2 | 3 | 4 | 5 | 6
PREPL inh | 3 | 7 | 2 | -4 | 3 | 16
LYPLA1 counter | -7 | 2 | 1 | 0 | -6 | -2
pPAFAH FP inh | -4 | 4 | 7 | -2 | 30* | 0
PAD4 FP inh | 1 | 1 | 3 | 4 | -3 | 4
LYPLA2 counter | -2 | 6 | 1 | 0 | 3 | 1
GSTO1 inh | -7 | -4 | 0 | -3 | 1 | 2
PAFAH1B3 inh | 12 | -4 | 15 | . | -22 | 11
PAFAH2 FP inh | 7 | 2 | 0 | . | -9 | -3
PAFAH1B2 inh | 2 | -3 | 1 | . | -16 | 2

7	CSCCNC(=O)c1ccc2nc(Cc3ccccc3F)oc2c1
8	CSc1ccc(-c2nc(O)c3cnccn23)cc1
9	CCc1ccc(OCC(=O)Nc2ccc(-c3cc4ccccc4oc3=O)c(OC)c2)cc1
10	CC(/C=N/NC(=O)c1ccncc1)=C\c1ccccc1
11	Oc1ccc(/C=N/Nc2ncc(Br)cn2)c(O)c1
12	O=C(Nc1nccs1)C(=O)c1c[nH]c2ccccc12
screen / no. | 7 | 8 | 9 | 10 | 11 | 12
PREPL inh | -9 | -1 | -5 | 5 | 7 | -4
LYPLA1 counter | -2 | -3 | -14 | 2 | 3 | -2
pPAFAH FP inh | 2 | 0 | -1 | 0 | 1 | -8
PAD4 FP inh | -6 | -3 | 0 | 2 | 0 | -9
LYPLA2 counter | 4 | 3 | -20 | 2 | 7 | -1
GSTO1 inh | 6 | 1 | -7 | 7 | 7 | -7
PAFAH1B3 inh | 8 | 9 | -17 | 8 | 5 | 1
PAFAH2 FP inh | 10 | -2 | -20 | 11 | -1 | -7
PAFAH1B2 inh | 1 | 0 | -5 | 1 | 2 | 3

In the list so far, these have an aryl methoxy group:
2	CCOC(=O)C1=C(CC)Nc2ccccc2N=C1NC(=O)c1ccc(OC)c(S(=O)(=O)N2CCCCC2C)c1 (stereo unspecified)
3	COc1ccc(OC)c(C(=O)NC(CC(N)=O)c2ccc(NCCN3CCCCC3)c([N+](=O)[O-])c2)c1 (stereo unspecified)
5	COc1ccccc1/C=C/C=C1N=C(/C=C/c2ccc(Cl)cc2)OC/1=O
9	CCc1ccc(OCC(=O)Nc2ccc(-c3cc4ccccc4oc3=O)c(OC)c2)cc1
screen / no. | 2 | 3 | 5 | 9
PREPL inh | 7 | 2 | 3 | -5
LYPLA1 counter | 2 | 1 | -6 | -14
pPAFAH FP inh | 4 | 7 | 30* | -1
PAD4 FP inh | 1 | 3 | -3 | 0
LYPLA2 counter | 6 | 1 | 3 | -20
GSTO1 inh | -4 | 0 | 1 | -7
PAFAH1B3 inh | -4 | 15 | -22 | -17
PAFAH2 FP inh | 2 | 0 | -9 | -20
PAFAH1B2 inh | -3 | 1 | -16 | -5

Continued.
13	COc1cc(OC)cc(-n2nnnc2SCC(=O)NCCc2ccc(OC)c(OC)c2)c1
14	CC(C)=CCC/C(C)=C/C=N/NC(=O)c1ccc([N+](=O)[O-])cc1
15	COCC1CCN(C(=O)c2ccc3oc(Cc4ccccc4)nc3c2)C1 (stereo unspecified)
16	c1ccc(Cn2nnnc2C(c2cccs2)N2CCCCCC2)cc1 (stereo unspecified)
17	COC(=O)c1ccc(NCCC(=O)O)cc1
18	CN(Cc1ccccc1)C(=O)c1cccc(N2C(=O)C3CC=CCC3C2=O)c1 (stereo unspecified)
screen / no. | 13 | 14 | 15 | 16 | 17 | 18
PREPL inh | 7 | -1 | 0 | 10 | 4 | -9
LYPLA1 counter | -6 | -2 | 0 | -1 | 3 | 2
pPAFAH FP inh | -1 | 5 | -1 | -1 | 4 | -3
PAD4 FP inh | 0 | 3 | -5 | -4 | 4 | 3
LYPLA2 counter | 1 | 0 | -1 | 6 | 3 | 1
GSTO1 inh | 10 | 2 | 2 | -2 | 0 | 6
PAFAH1B3 inh | 2 | -5 | -3 | -2 | 6 | 4
PAFAH2 FP inh | 2 | 6 | 59* | -1 | 0 | 1
PAFAH1B2 inh | 5 | 4 | 3 | 13 | 3 | 0

19	CC1CCCN(C(=O)c2ccc3c(c2)C(=O)N(CCC2=CCCCC2)C3=O)C1 (stereo unspecified)
20	CC1(C)c2[nH]c3ccccc3c2C[C@@H]2C(=O)N(Cc3ccco3)C(=O)N21
21	CC(=O)c1cccc([N+](=O)[O-])c1
22	COc1ccc(Oc2nc3c(c(=O)n(C)c(=O)n3C)n2Cc2ccccc2)cc1
23	Cc1cc(=O)n2nc(N3CCCC(C(=O)NCCCN4CC(C)CC(C)C4)C3)sc2n1 (stereo unspecified)
24	COC(=O)c1ccc(C)c(NS(=O)(=O)c2ccc(NC(C)=O)cc2)c1
screen / no. | 19 | 20 | 21 | 22 | 23 | 24
PREPL inh | 3 | 8 | 21 | -2 | -2 | 6
LYPLA1 counter | -2 | -1 | 5 | 0 | -1 | 3
pPAFAH FP inh | 1 | 0 | 1 | 3 | -1 | 6
PAD4 FP inh | 7 | 4 | 3 | -3 | 1 | -3
LYPLA2 counter | 4 | 1 | 4 | 5 | -4 | 3
GSTO1 inh | 1 | 9 | . | -3 | 1 | -5
PAFAH1B3 inh | 3 | 7 | 0 | 10 | 0 | 10
PAFAH2 FP inh | 14 | -8 | 5 | -6 | 1 | 3
PAFAH1B2 inh | 0 | 1 | 2 | 0 | 0 | 2

25	O=C(Nc1nnc(C2CC2)s1)C1Cc2ccccc2CN1S(=O)(=O)c1ccccc1F (stereo unspecified)
26	COc1ccc(CCNC(=O)c2cc3c(=O)n4cccc(C)c4nc3s2)cc1OC
27	O=C1COc2ccc(C(=O)NCc3ccc4c(c3)OCO4)cc2N1
28	CCC1CCCCN1C(=O)CCc1nnc(C2CCCCC2)o1 (stereo unspecified)
29	N#CCCN(C(=O)CN1CCN(S(=O)(=O)c2ccc3c(c2)OCCO3)CC1)c1ccc(F)cc1
30	CCn1c(-c2csc(-c3ccc(Cl)cc3)n2)n[nH]c1=S
screen / no. | 25 | 26 | 27 | 28 | 29 | 30
PREPL inh | 0 | -2 | 5 | -4 | 16 | 4
LYPLA1 counter | -5 | -1 | 0 | 0 | 1 | 3
pPAFAH FP inh | 5 | 6 | 2 | -1 | 0 | 2
PAD4 FP inh | -5 | -5 | 0 | 3 | -2 | 0
LYPLA2 counter | -1 | 5 | -1 | 3 | 3 | 4
GSTO1 inh | -15 | -1 | 43* | 2 | . | -5
PAFAH1B3 inh | 0 | 9 | 17 | 1 | -5 | 17
PAFAH2 FP inh | 11 | -5 | 2 | 8 | -2 | -4
PAFAH1B2 inh | 4 | 4 | 6 | 6 | -1 | 2

Quoted from the listing:
Reading for CCn1c(-c2csc(-c3ccc(Cl)cc3)n2)n[nH]c1=S in PAFAH1B3 inh: 17
Reading for CCC1CCCCN1C(=O)CCc1nnc(C2CCCCC2)o1 (stereo unspecified) in pPAFAH FP inh: -1

Later entries:
31	CCc1cccc(NC(=O)Cc2ccc([N+](=O)[O-])cc2)c1
32	Cc1oc(C(C)(C)C)cc1C(=O)Nc1ccc(N2CCOCC2)cc1
33	O=C(C1=C[C@H](c2ccc(C(F)(F)F)cc2)C[C@H](OCc2ccc(CO)cc2)O1)N1CCN(Cc2ccccc2)CC1
34	CCC(=O)NC(=S)NNC(=O)c1ccc(OC)cc1
35	Nc1nonc1-n1nnc(C(=O)N/N=C/c2ccccc2O)c1CN1CCCC1
36	O=C(COC(=O)c1ccccc1Br)NC(=O)NCc1ccccc1
screen / no. | 31 | 32 | 33 | 34 | 35 | 36
PREPL inh | -2 | 9 | 42 | 1 | 8 | 3
LYPLA1 counter | -1 | 2 | -2 | 3 | -5 | .
pPAFAH FP inh | 7 | 17 | -11 | 3 | 1 | 4
PAD4 FP inh | -3 | 3 | -5 | -1 | 2 | 0
LYPLA2 counter | -2 | 7 | -6 | 8 | 3 | .
GSTO1 inh | 3 | 0 | 0 | 16 | 2 | .
PAFAH1B3 inh | 1 | 9 | 13 | 4 | 7 | 3
PAFAH2 FP inh | -1 | 2 | 3 | -7 | 4 | 0
PAFAH1B2 inh | 10 | 1 | -4 | 1 | -1 | 3

37	Nc1nc2c(c3c1c(=O)oc1ccccc13)CCCCC2
38	COc1ccc(CCC(=O)N2CCN(C3CCCCC3)CC2)cc1
39	O=C(CC(C(=O)O)c1ccccc1)Nc1cccc2ccccc12 (stereo unspecified)
40	COCCCn1c(SCC(=O)NC2CCS(=O)(=O)C2)nnc1-c1ccc(Cl)cc1 (stereo unspecified)
41	COc1ccc([C@H]2CC(=O)C=C(c3ccc(Br)c4ccccc34)C2)cc1
42	C=CCN(C(=O)CSc1nc2ccsc2c(=O)n1Cc1ccccn1)c1ccccc1
screen / no. | 37 | 38 | 39 | 40 | 41 | 42
PREPL inh | -6 | 8 | 3 | 20 | -20 | -6
LYPLA1 counter | -1 | 1 | -3 | 0 | . | -3
pPAFAH FP inh | 1 | 7 | -2 | -5 | -4 | 3
PAD4 FP inh | -5 | -3 | -2 | 2 | 0 | -2
LYPLA2 counter | -2 | 9 | 0 | 4 | . | 0
GSTO1 inh | 0 | 7 | -3 | . | . | 10
PAFAH1B3 inh | 6 | 9 | -2 | 0 | -3 | 3
PAFAH2 FP inh | -4 | -1 | 2 | 1 | -7 | 3
PAFAH1B2 inh | 4 | 2 | -1 | -4 | -1 | 4

43	COc1ccccc1-c1cc(C(=O)Nc2ccccc2SC)no1
44	CC(=O)NCCC(=O)N(Cc1ccccc1)c1nc2c(C)cccc2s1
45	CCOC(=O)c1c(NC(=O)COC(=O)c2ccc(O)cc2)sc(C(=O)NC)c1C
46	CCOC(=O)[C@@H]1[C@H]2COc3ccc(Br)cc3[C@@H]2N2C(=O)N(c3ccc(Br)cc3)C(=O)[C@@]12C
47	CSCCC(NS(=O)(=O)c1cccs1)C(=O)NCc1ccccc1 (stereo unspecified)
48	CCC(Oc1ccccc1)C(=O)Nc1ncc([N+](=O)[O-])s1 (stereo unspecified)
49	CCC(C)N(C(=O)c1csnn1)C(C(=O)NC1CCCC1)c1c(F)cccc1Cl (stereo unspecified)
screen / no. | 43 | 44 | 45 | 46 | 47 | 48 | 49
PREPL inh | 2 | -4 | -2 | -36 | 6 | 2 | 1
LYPLA1 counter | 0 | -2 | -8 | . | 1 | -1 | 3
pPAFAH FP inh | 3 | -3 | -2 | 2 | -1 | 1 | 1
PAD4 FP inh | 5 | 1 | 0 | 1 | -6 | -5 | -1
LYPLA2 counter | 0 | -3 | -14 | . | 1 | 4 | 3
GSTO1 inh | -2 | 16 | -31 | . | 3 | -21 | 3
PAFAH1B3 inh | 4 | 5 | 5 | 9 | 10 | -2 | 5
PAFAH2 FP inh | -1 | -5 | 8 | 7 | -3 | 7 | 6
PAFAH1B2 inh | -1 | 2 | 5 | 3 | -4 | 19 | 3
